Source: PubChem BioAssay (Fisher Drug Discovery Resource Center)
hcGAS lum: inhibitors of human cGAS; Q8N884; recombinant h-cGAS, ATP depletion, Kinase-Glo luminescence; inhibition, % at 12.5 µM; 0.081% of 290,000 active; AID 1259398;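 also: 0% = vehicle reaction and 100% = reaction without DNA for no activity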
Target sequence (Q8N884 whole entry, looked up): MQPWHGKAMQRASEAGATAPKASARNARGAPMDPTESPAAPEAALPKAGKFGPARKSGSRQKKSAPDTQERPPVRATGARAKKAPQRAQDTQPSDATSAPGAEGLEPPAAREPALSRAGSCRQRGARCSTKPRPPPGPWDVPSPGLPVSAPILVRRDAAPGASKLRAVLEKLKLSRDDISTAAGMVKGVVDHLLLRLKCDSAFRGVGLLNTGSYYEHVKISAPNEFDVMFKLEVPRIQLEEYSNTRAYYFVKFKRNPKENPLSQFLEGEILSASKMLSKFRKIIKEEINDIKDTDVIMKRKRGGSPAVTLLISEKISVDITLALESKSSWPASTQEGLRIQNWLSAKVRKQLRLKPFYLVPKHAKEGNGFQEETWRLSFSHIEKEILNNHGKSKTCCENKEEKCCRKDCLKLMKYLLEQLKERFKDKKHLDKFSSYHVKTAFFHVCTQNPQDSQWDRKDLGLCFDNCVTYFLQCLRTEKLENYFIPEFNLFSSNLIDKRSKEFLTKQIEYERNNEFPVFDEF
NPYLR7 agonist: mosquito NPYLR7 agonism; activation, % at 10 µM; HEK293T NPYLR7/Galpha15, GCaMP6s calcium fluorescence; 0.15% of 270,000 active; in the data active = activation above about 40%;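 also: 0% = vehicle and 100% = reference agonist at the receptor; some compounds past the cut are filed as inactive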
mcGAS lum: blocks mouse cGAS activity; recombinant cGAS, Kinase-Glo ATP depletion luminescence; inhibition, % at 12.5 µM; 0.15% of 160,000 active;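 also: 0% = negative control wells and 100% = reference inhibitor with no enzyme activity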
Starred values were filed as active, the others as inactive; / = not tested or not shown; & = joins results of further samples. Rule as the data show it, unless noted: active = inhibition above about 40%; inactive = the rest.

The opening 2 records as a preview:
no.	Molecule	hcGAS lum	NPYLR7 agonist	mcGAS lum
1	O=C(Nc1nc(-c2ccc(Br)cc2)cs1)c1cccc(I)c1	0	11	-2
2	CCC(=O)C1=C(c2cccc(OC)c2)N(C(=O)CC)n2cnnc2S1	-13	6	/

The list itself, repeating the preview:
no.	Molecule	hcGAS lum	NPYLR7 agonist	mcGAS lum
1	O=C(Nc1nc(-c2ccc(Br)cc2)cs1)c1cccc(I)c1	0	11	-2
2	CCC(=O)C1=C(c2cccc(OC)c2)N(C(=O)CC)n2cnnc2S1	-13	6	/
3	CC=CCN1N=C(C)Cn2c1nc1c2c(=O)n(Cc2ccc(Cl)c(Cl)c2)c(=O)n1C	-1	2	-2
4	CCCc1cc(=O)[nH]c(-n2nc(C)cc2NC(=O)C(C)(C)CCl)n1	-8	6	-6
5	COc1ccc(Cn2cnc3c4ccccc4n(CC(=O)NCc4ccc(F)cc4)c3c2=O)cc1	-4	1	-11
6	COc1ccc(/C=C2\N=C(c3ccc4c(c3)OCO4)OC2=O)cc1OC(C)=O	-5	14	-5
7	COc1c(F)cccc1C(=O)NCc1noc(-c2ccco2)n1	-7	/	-11
8	O=C(O)C1CC2(CCNCC2)CN1C(=O)c1scc2c1CCCC2 (configuration not stated)	-9	14	-12
9	O=C(Nc1c(Cc2ccccc2)nc2ccccn12)c1cccc2ccccc12	-3	/	-3
10	CN(Cc1ccc(N2CCOCC2)cc1)Cc1cc(C#N)ccc1F	-16	13	/
11	COC(=O)c1ccc(COc2ccc3c(C)c(C)c(=O)oc3c2C)o1	2	-6	/
12	Cc1csc(CN(C)CC2CN(c3ccccc3)C(=O)O2)n1 (configuration not stated)	-6	9	/
13	CCOC(=O)c1cc(NC(=O)c2ccccc2)c(=O)oc1C(F)(F)F	-3	-3	/
14	CC(C)c1ccc(-n2ccnc2SCC(=O)NC(N)=O)cc1	-6	11	/
15	CC(C)CC(=O)N1CCN(c2ccc(-c3ccccn3)nn2)CC1	-3	0	/
16	CSc1ncccc1C(=O)N1CCc2c(c(C(=O)N3CCOCC3)nn2CCC(C)C)C1	4	6	-8
17	COc1ccc(-c2nc3ccccc3o2)cc1NC(=O)c1cc2ccccc2cc1OC	-3	-12	-6
18	CC(C)Cc1cnc2c(c1SCC(=O)N(C)c1ccccc1)c(=O)n(C)c(=O)n2C	-3	0	-7
19	O=C(c1ccsc1)N1CCCC(N2CCN(Cc3ccc4c(c3)OCO4)CC2)C1 (configuration not stated)	-2	2	/
20	CC(CNC(=O)c1cc(COc2ccccc2)[nH]n1)c1ccccc1 (configuration not stated)	-4	-2	1

Reformatted: entries from further up.
[14] CC(C)c1ccc(-n2ccnc2SCC(=O)NC(N)=O)cc1
[15] CC(C)CC(=O)N1CCN(c2ccc(-c3ccccn3)nn2)CC1
[16] CSc1ncccc1C(=O)N1CCc2c(c(C(=O)N3CCOCC3)nn2CCC(C)C)C1

| compound no. | 14 | 15 | 16 |
| --- | --- | --- | --- |
| hcGAS lum | -6 | -3 | 4 |
| NPYLR7 agonist | 11 | 0 | 6 |
| mcGAS lum | / | / | -8 |

(continued)
no.	Molecule	hcGAS lum	NPYLR7 agonist	mcGAS lum
21	COc1ccc2c(c1)c(CC(=O)O)c(C)n2C(=O)c1ccccc1	0	5	-2
22	CCOC(=O)Cc1csc(=Nc2ccc(C)cc2)n1CCO	1	-10	-3
23	CCC(O)CN(CCN1CCOCC1)Cc1ccc(C)o1 (configuration not stated)	-6	0	-8
24	Cc1ccc(NC(=O)Nc2ccc(Nc3cc(-n4cccn4)ncn3)cc2)c(Cl)c1	-3	-7	-9
25	CCCCN(C)C(=O)Cc1csc2nc(-c3ccc(OCC)cc3)cn12	-7	0	-9
26	Cc1ccc(S(=O)(=O)Nc2cc(Cl)ccn2)cc1	-4	9	/
27	O=C(Cc1ccccc1)N1CCC(Cc2ccc(C(F)(F)F)cc2)CC1	-1	-6	1
28	Cc1cc(C)c(S(=O)(=O)N(CC(=O)N(Cc2ccccc2)Cc2cccs2)CC2CCCO2)c(C)c1 (configuration not stated)	-1	-3	-6
29	CCOc1ccc2nc(NC(=O)c3cn(C)cc4c(=O)n(-c5ccccc5)nc3-4)sc2c1	-16	8	-9
30	COC(=O)c1ccc2c(=O)n(CC(C)C)c(SCC#N)nc2c1	-10	1	/
31	CCCN(CC(=O)N(Cc1ccco1)CC1CCCO1)C(=O)NC(C)(C)C (configuration not stated)	-16	/	-8
32	O=C(NC1CC1)c1ccc(NCc2ccc(Cl)nc2)cc1Cl	-13	10	/
33	O=C(Cn1nc2ccccc2n1)N1Cc2cnn(CCO)c2C1	-3	/	-3
34	CCc1nc(C)nc(N2CCN(C(=O)c3ccccc3Cl)CC2)c1Cc1c(F)cccc1Cl	-3	1	-5
35	CCOC(=O)c1cnn(-c2cc(C)nc3c(-c4ccc(Cl)cc4)cnn23)c1N	-11	6	-8
36	COc1ccc(C(=O)N2CC(C(=O)O)Oc3ccccc32)c(OC)c1 (configuration not stated)	-14	-1	/
37	COc1ccc(CCCNC(=O)C2CCC(=O)N(C3CC3)C2)cc1 (configuration not stated)	-8	2	/
38	O=C(CCc1ccccc1)N1CCCC(OCc2ccc(F)c(F)c2)C1 (configuration not stated)	-3	2	/
39	NC1=NC(=O)/C(=C/c2ccc(-c3cc([N+](=O)[O-])ccc3Cl)o2)S1	-4	-8	-2
40	COC(=O)[C@@H]1C[C@H](NS(=O)(=O)c2ccc(-n3cccn3)cc2)CN1C	-3	-2	/

Exported with values under each structure: part of the list above
Results follow in this order: hcGAS lum, NPYLR7 agonist, mcGAS lum
21	COc1ccc2c(c1)c(CC(=O)O)c(C)n2C(=O)c1ccccc1
    0, 5, -2
22	CCOC(=O)Cc1csc(=Nc2ccc(C)cc2)n1CCO
    1, -10, -3
23	CCC(O)CN(CCN1CCOCC1)Cc1ccc(C)o1 (configuration not stated)
    -6, 0, -8

New compounds follow.
no.	Molecule	hcGAS lum	NPYLR7 agonist	mcGAS lum
41	CCOC(=O)CCC(=O)N1CCN(C(C(=O)NCCc2ccccc2OC)C2CCCC2)CC1 (configuration not stated)	-5	16	-5
42	Nc1ccc(OCC2CCCCC2)cc1	-8	17	/
43	CC1CCCC(C)N1C(=O)c1cc2nc(-c3ccc(F)cc3)cc(C(F)(F)F)n2n1 (configuration not stated)	-5	-18	-4
44	CCCCCCNC(=O)c1cccc(CSc2nc(Cl)cc(N3CCN(Cc4ccccc4)CC3)n2)c1	-1	1	1
45	COc1cccc(CN2CCC2(C)C(=O)N2CCN(C(=O)c3ccco3)CC2)c1OC (configuration not stated)	-8	6	/
46	CC(C)CC(=O)N1CCC(NS(=O)(=O)c2ccccc2C(F)(F)F)CC1	-10	9	/
47	CCN(C(=O)c1cc2ccccc2o1)c1ccc(F)cc1	-7	-11	/
48	CC(C)(C)C(=O)Nn1cnc2c(cnn2C(C)(C)C)c1=O	-10	4	/
49	CCOc1ccc(CN(Cc2cccc(C(F)(F)F)c2)Cc2nc(C(=O)NC3CC3)co2)cc1	1	13	-6
50	O=C(CCn1cnc2c([nH]c3ccc(F)cc32)c1=O)NCC1CCN(Cc2ccccc2F)CC1	-3	/	-6
51	CC(C)CCC(=O)N1CCN(Cc2ccc(-c3noc(CC(C)C)n3)cc2)CC1	-7	/	-5
52	CCN1C(=O)C(=Cc2c(NCc3ccco3)nc3ccc(C)cn3c2=O)SC1=S	-10	5	-6
53	CNCC(=O)NCCC(=O)Nc1cccc2ccccc12	-3	12	/
54	C=C(C)CNC(=S)Nc1cc(C)ccn1	1	2	/
55	O=C(CSc1nnc(-c2ccccc2Cl)n1-c1ccccc1F)NCC1CCCO1 (configuration not stated)	7	7	-7
56	O=C(/C=C/c1ccccn1)N1CCCC(N2CCc3ccccc3C2)C1 (configuration not stated)	-7	18	/
57	CNC(=O)CN(CC1CC1)[C@@H]1C[C@@H]2CO[C@H](C(C)C)C[C@@H]2C1	-2	1	-7
58	COc1ccccc1CN(CCc1c[nH]c2ccccc12)Cc1nc(C(=O)NCc2ccc(F)cc2)co1	2	21	-4
59	CC(c1ccccc1)n1nnnc1N1CCC2(CCCO2)CC1 (configuration not stated)	-7	/	-5
60	COc1cc(C=C(C#N)S(=O)(=O)c2ccc(Cl)cc2)cc2c1OCCO2	-4	1	/
61	O=C(Nn1ccc2c(nnc3c(-c4ccccc4)cnn32)c1=O)c1ccccc1Cl	-9	4	/
62	O=C(O)c1cn(-c2ccc(Br)cc2Cl)nn1	-1	0	/
63	Cc1ncc(CN2CCCC(C(=O)Nc3cccc(-c4ccc(F)cc4)c3)C2)s1 (configuration not stated)	-4	-1	/
64	CC(C)Cn1cncc1CNC(=O)c1cnn2ccn(C)c12	-1	-8	/
65	CCn1c(CC2CCN(C(=O)c3ccccc3NC(C)C)CC2)n[nH]c1=O	1	-22	2
66	c1cc(N2CCCCC2)ccc1CCNc1cncc2nnnn12	1	-7	/
67	O=C(O)C1CCCN(S(=O)(=O)c2ccc(Br)s2)C1 (configuration not stated)	-4&-3	8&0	/
68	COc1ccc(-c2nccn2CCc2nc(-c3ccccn3)no2)cc1O	-4	11	/
69	COC(=O)C(C)Sc1nnc(-c2ccc([N+](=O)[O-])cc2)n1-c1ccccc1 (configuration not stated)	-5	/	-4
70	O=C(CCCn1cncn1)N1CC[C@@H](c2ccc3ccccc3c2)[C@H](O)C1	2	-1	/
71	COc1ccc(-c2csc(N/N=C\c3ccco3)n2)cc1	-6	2	-9
72	CC1CC(=O)Nc2ccccc2N1C(=O)CN(C)Cc1cccc(C#N)c1 (configuration not stated)	4	-6	/
73	O=C(c1ccc2ccccc2c1)C1CCCN(C(=O)CCN2CCCCO2)C1 (configuration not stated)	-10	/	-11
74	CC(C)c1cccc(C(C)C)c1NC(=O)CN1C(=O)C2CCCN2C1=O (configuration not stated)	-7	1	/
75	S=C(NC1CC1)N1CCCC1C1CCCCC1 (configuration not stated)	-1	-13	/
76	CCN(CC)[P+](N)(c1c(C)nc2ccccn12)N(CC)CC	-4	21	/
77	CCNC(=O)COc1cc(Cl)ccc1Cl	-2	10	-5
78	Cc1csc(NC(=O)c2cccc(CN3CC[C@H](O)C3)c2)n1	-8	17	/
79	CN(Cc1ccc2ccccc2n1)Cc1cccc2c1OCO2	-3	11	-16
80	Oc1ccc(C2=Nn3c(nnc3-c3ccc(Br)cc3)SC2)cc1O	-2	4	/
81	Cc1cccc(NC(=O)N2CCN(c3cc(-n4ccnc4)ncn3)CC2)c1C	-3	-13	-11
82	Cc1nn(C)cc1C(=O)N(C)Cc1ccccc1	-9	2	/
83	CC(c1ccc(-c2nc3ccccc3n2CCO)cc1)N1CCOCC1 (configuration not stated)	-5	2	-17
84	CC(=O)Nc1cc(C)c(C)c(C)c1	-8	-6	/
85	CCOc1ccc(NC(=O)CSc2nnc(NC(=O)c3c(F)cccc3Cl)s2)cc1	-3	-5	/
86	CCCCS(=O)(=O)N1CCCC1c1nc2cc(-c3ccccc3C)ccc2o1 (configuration not stated)	-20	7	/
87	CCOC(=O)CNc1c(-c2ccc(O)cc2)nc2ccc(Br)cn12	1	-11	/
88	Cc1cccc(C(C(=O)NCc2cnc(C)cn2)N(C)C)c1 (configuration not stated)	-6	8	/
89	CNS(=O)(=O)c1cc(-c2ccc(NC3CCCCC3)nn2)ccc1C	4	-15	/
90	COCCCNC(=O)c1ccc(C)nc1C1CCN(Cc2ccc(O)c([N+](=O)[O-])c2)CC1	-3	/	-5
91	NC(=O)C1CCCCN1C(=O)CN1CCN(C(c2ccc(F)cc2)c2ccc(F)cc2)CC1 (configuration not stated)	-7	0	-8
92	C=CCN(C(=O)c1ccc(-c2ccc3c(c2)OCCO3)s1)C1CCCCC1	-5	3	-7
93	Cc1cn2cc(CNC(=O)c3ccc(C4CCCO4)s3)nc2s1 (configuration not stated)	-4&-11	5&0	/
94	Cc1cc(OCC2c3ccsc3CCN2C(=O)CN(Cc2ccco2)C(=O)NC(C)C)ccc1Cl (configuration not stated)	-6	7	-6
95	COCc1nc2n(n1)CC(Nc1ccc(Br)cn1)CC2 (configuration not stated)	-5&-6	5&-22	/
96	COc1ccccc1N1C(=O)/C(=C/c2ccc(Br)cc2)C=C1c1ccccc1	-4	0	-7
97	C=C(Br)CN(C)CC1CCS(=O)(=O)C1 (configuration not stated)	17	3	/
98	O=C(Nc1ccc(Oc2ccccc2)cc1)c1ccc(CSc2nnc3ccccn23)cc1	-8	-6	-4
99	Cc1ccc(NC(=O)Nc2ccc(N3CCCC3)c(C(=O)NC(C)c3ccccc3)c2)c(C)c1 (configuration not stated)	-4&-4	4&0	-8&-6
100	Cc1ccc(C)n1-c1ccc(N)c(C(F)(F)F)c1	-2	3	-12
101	O=C(CN1Cc2ccccc2OC(c2ccsc2)C1)NCC1(c2ccccc2)CCOCC1 (configuration not stated)	-8	19	-12
